Compound activity as filed in PubChem.
CAL PDZ FP-1 – untagged CAL PDZ binding inhibitors, primary screen, biochemical, fluorescence polarization, HTS; Golgi-associated PDZ and coiled-coil motif-containing protein (Homo sapiens), Q9HD26; purified CAL PDZ, TMR-peptide fluorescence polarization, 1 h; inhibition, % at 24.9 µM; 300,000 compounds, 0.92% hits; AID 602252, 2012;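 active = mean inhibition of at least 30% with at least half of replicates also reaching 30%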;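 note: 0% = DMSO neutral control and 100% = excess unlabeled competitor peptide PRC23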
Keap1-Nrf2 PPI – Keap1-Nrf2 protein-protein interaction inhibitors, primary screen, biochemical, fluorescence polarization, single point; Kelch-like ECH-associated protein 1 (Homo sapiens), Q14145; Keap1 Kelch-Nrf2 peptide fluorescence polarization, 1536-well; inhibition, % at 9.4 µM; 340,000 compounds, 0.15% hits; in the data active = inhibition above about 12%;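 note: human Keap1 Kelch domain with fluorescein labeled Nrf2 9mer peptide probe; 0% = neutral control wells and 100% = peptide positive control; higher means more block of Keap1 binding to Nrf2 peptide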
DAGLB inhibitor – DAGLB lipase inhibitors, primary screen, biochemical, fluorescence, HTS. 340,000 compounds, 0.059% hits. inhibition, % at 5.17 µM. HEK293T DAGLB membrane lysate, EnzChek fluorogenic substrate. Diacylglycerol lipase-beta (Homo sapiens), Q8NCG7; in the data active = inhibition above about 34%;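 note: 0% = enzyme with vehicle and 100% = wells lacking enzyme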
CAL PDZ FP-2 – CAL PDZ peptide-binding inhibitors, primary screen, biochemical, fluorescence polarization, Cer-tagged CAL PDZ, HTS | 330,000 compounds, 0.02% hits | purified CAL PDZ, TMR-peptide fluorescence polarization, 1 h | inhibition, % at 20 µM | AID 504414, 2011 | Golgi-associated PDZ and coiled-coil motif-containing protein (Homo sapiens), Q9HD26;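 active = highest replicate inhibition of at least 40%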;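 note: plate controls were DMSO neutral control wells for no effect and unlabeled competitor peptide control wells for full effect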
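Material – purified CerCALP PDZ construct · Detection – FP readout, S and P plane fluorescence · Measure – percent inhibition from loss of millipolarization · Controls – unlabelled peptide for full inhibition, DMSO wells as neutral · Probe or stimulus – TMR-labelled reporter peptide T*-PRC34 bound in PDZ groove · Times – 1 h at RT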
RTF Ca sens inh – cardiac RTF calcium sensitivity inhibitors, primary screen, biochemical, IANBD-TnC fluorescence, EC70 calcium | inhibition, % at 7.15 µM | 340,000 compounds, 0.12% hits | Troponin I, cardiac muscle (Homo sapiens) + Troponin T, cardiac muscle (Homo sapiens) + … | IANBD-labeled cardiac RTF, Ca2+ fluorescence | AID 493244, 2011;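 active = inhibition above the mean inhibition of all tested compounds plus 3 SD, cut at about 17% in these data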;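 note: assay run at fixed EC70 calcium of 1.6 mM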
Arrestin-AP2 inh – inhibitors of beta-arrestin/AP2 binding, primary screen, biochemical, GPCR trafficking, flow cytometry. FITC-arrestin peptide / GST-AP2 beads; AP2 beta2 appendage carries R879A mutation. inhibition, % at 10 µM. 340,000 compounds, 0.31% hits;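 active = inhibition above a set limit, near 3 SD of compounds lacking own fluorescence, cut at about 54% in these data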;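 note: plate controls were DMSO wells for no effect and 5 µM unlabelled arrestin peptide for full effect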
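System: GST-AP2 R879A glutathione beads. Medium: PBS with 0.05% Tween 20 and 0.1% BSA. Also added: FITC-arrestin peptide, 50 nM. Incubation: 12 min plus 1 h, RT. Measured by: high-throughput flow cytometry of beads, ex 488, em 535 nm. Evaluation: percent drop in bead-associated FITC signal.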
NSD2 inh – NSD2 histone methyltransferase inhibitors, primary screen, biochemical, AlphaScreen, single concentration, set 2 | inhibition, % at 12.5 µM | 310,000 compounds, 0.54% hits | NSD2 peptide methylation, 120 min | Histone-lysine N-methyltransferase NSD2 (Homo sapiens), O96028; in the data active = inhibition above about 50%
Target sequence (O96028 whole entry, looked up): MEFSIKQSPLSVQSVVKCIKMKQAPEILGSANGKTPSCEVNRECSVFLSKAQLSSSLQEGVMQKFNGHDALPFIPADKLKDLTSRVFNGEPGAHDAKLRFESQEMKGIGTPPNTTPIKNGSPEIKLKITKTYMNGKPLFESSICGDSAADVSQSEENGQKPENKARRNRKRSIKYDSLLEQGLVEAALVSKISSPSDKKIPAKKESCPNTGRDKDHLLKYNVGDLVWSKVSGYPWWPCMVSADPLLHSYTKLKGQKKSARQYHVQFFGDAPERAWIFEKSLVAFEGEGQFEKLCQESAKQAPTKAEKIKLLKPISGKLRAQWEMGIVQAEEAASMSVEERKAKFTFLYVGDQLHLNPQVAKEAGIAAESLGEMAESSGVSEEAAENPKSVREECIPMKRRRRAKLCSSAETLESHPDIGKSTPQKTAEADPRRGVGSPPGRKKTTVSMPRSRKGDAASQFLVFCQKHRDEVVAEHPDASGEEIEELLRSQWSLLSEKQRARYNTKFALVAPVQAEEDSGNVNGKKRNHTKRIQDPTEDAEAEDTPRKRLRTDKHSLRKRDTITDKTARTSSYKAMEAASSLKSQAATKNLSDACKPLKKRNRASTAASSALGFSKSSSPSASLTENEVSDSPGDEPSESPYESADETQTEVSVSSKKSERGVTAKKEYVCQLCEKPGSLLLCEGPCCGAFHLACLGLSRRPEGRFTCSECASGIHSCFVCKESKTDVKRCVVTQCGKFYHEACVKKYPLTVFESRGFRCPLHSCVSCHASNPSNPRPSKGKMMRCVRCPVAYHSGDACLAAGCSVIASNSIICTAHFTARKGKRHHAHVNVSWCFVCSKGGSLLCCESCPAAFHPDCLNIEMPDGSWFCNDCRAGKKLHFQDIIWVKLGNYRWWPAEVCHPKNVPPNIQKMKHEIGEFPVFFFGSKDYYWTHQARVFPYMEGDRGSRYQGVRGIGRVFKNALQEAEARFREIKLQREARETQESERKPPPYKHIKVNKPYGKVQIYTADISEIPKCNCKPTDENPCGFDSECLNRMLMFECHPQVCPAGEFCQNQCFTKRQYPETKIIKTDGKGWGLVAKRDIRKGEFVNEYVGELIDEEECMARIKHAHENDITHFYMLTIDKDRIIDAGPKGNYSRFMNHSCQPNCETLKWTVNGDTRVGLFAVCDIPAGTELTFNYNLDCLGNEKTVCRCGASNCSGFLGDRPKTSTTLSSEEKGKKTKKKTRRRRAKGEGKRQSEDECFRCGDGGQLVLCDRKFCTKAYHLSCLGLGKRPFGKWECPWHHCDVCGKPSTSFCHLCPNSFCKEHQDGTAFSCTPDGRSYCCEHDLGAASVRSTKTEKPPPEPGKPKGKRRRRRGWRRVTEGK
C-LANA FP – inhibitors of KSHV C-LANA binding to DNA, primary screen, biochemical, fluorescence polarization, FAM-LBS DNA, MBP-C-LANA, single point; Kaposi's sarcoma herpesvirus LANA C-terminal domain (residues 932-1162) DNA binding; inhibition, % at 9 µM; AID 504423, 2011; 340,000 compounds, 0.078% hits;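 active = highest replicate inhibition at or above 60% at 9 µM, even if other replicates fall short; inactive = all replicates below 60% inhibition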;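 note: 0% = neutral control wells and 100% = 4 µM acridine orange control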
V-ATPase pHluor – regulators of yeast V-ATPase proton pumping, primary screen, pHLuorin cytosolic pH fluorescence; AID 504577, 2011; 350,000 compounds, 0.37% hits; response, % at 10 µM; S. cerevisiae; in the data active = response mostly above about 7.3%, no sharp cut-off; inactive = mostly below about 5.4%; note: actives read high; inactives centre near 0; some compounds called inactive have numbers as strong as hits
Pemphigus Ab inh – inhibitors of pemphigus antibody binding to DSG3, primary screen, biochemical, bead-based, flow cytometry, scFv-GFP; Desmoglein-3 (Homo sapiens), P32926; DSG3-coupled beads, scFv-anti-DSG3-GFP binding; hits give low values; binding (percent of control), % at 10 µM; 310,000 compounds, 0.48% hits; AID 588358, 2011;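 active = binding more than 3 SD below its plate's average and above zero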;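 note: hits lower antibody fragment binding to DSG3; some compounds called inactive have numbers as strong as hits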
* = called active by the depositor; . = no result given.

SMILES | CAL PDZ FP-1 | Keap1-Nrf2 PPI | DAGLB inhibitor | CAL PDZ FP-2 | RTF Ca sens inh | Arrestin-AP2 inh | NSD2 inh | C-LANA FP | V-ATPase pHluor | Pemphigus Ab inh
Cc1cc(/N=C/N(C)C)on1 | -2 | -3 | 0 | -0.9 | -1 | 23 | -1 | 0.3 | 1 | 98
CCOC(=O)c1c(NC(=O)COC)sc2c1CCCC2 | 0 | -1 | -11 | . | -6 | 2 | 57* | -0.9 | 3 | 107
CCOc1ccc(C(=O)OCC(=O)c2c(N)n(C)c(=O)n(C)c2=O)cc1OCC | -4 | -5 | -2 | -2.3 | -4 | -3 | 1 | 0.7 | . | 103
Cc1ccnc(SCC(=O)Nc2c(C)n(C)n(-c3ccccc3)c2=O)n1 | -2 | -1 | 1 | -0.3 | 0 | 1 | -1 | -1.7 | 3 | 102
c1ccc(Cc2nnc3n2CCCCC3)cc1 | -1 | 3 | -2 | -0.1 | -13 | -1 | -5 | -0.6 | -2 | 99
COc1cc(OC)cc(C(=O)NCC(=O)OC2CCCCC2=O)c1 (stereo not given) | 6 | 0 | -1 | -0.7 | -1 | 5 | 29 | -2.8 | -3 | .
CCOc1ccc(N(C(C)C(=O)Nc2ccc(OC)cc2)S(C)(=O)=O)cc1 (stereo not given) | -1 | 2 | 0 | -1.0 | -1 | -5 | -4 | -1.4 | -2 | 103
Cc1ccc(OCC(=O)NN2C(=O)c3ccccc3C2=O)c(C)c1 | -1 | -3 | 1 | -0.9 | -6 | 0 | 1 | -0.3 | 2 | 103
O=C(COC(=O)c1ccc([N+](=O)[O-])s1)NNC(=O)c1ccccc1 | -3 | 1 | 0 | 0.2 | 2 | 5 | . | 0.6 | -3 | .
COc1ccc(-n2cnc3c(N)nc(N)nc32)cc1 | -6 | 0 | -3 | . | -6 | 5 | 1 | 2.2 | 1 | 91
O=C(COC(=O)/C=C/c1cccc(Br)c1)NCCC1=CCCCC1 | 0 | -9 | -9 | -1.7 | 10 | 3 | -1 | -2.7 | 0 | -150
O=C(Cn1cccc1)Nc1ccc(OC(F)(F)F)cc1 | . | 1 | 2 | -5.0 | -8 | 21 | 2 | -0.8 | 13 | 102
O=C1NC2(Nc3ccccc31)C(=O)Nc1ccc(Br)cc12 (stereo not given) | 2 | 2 | -2 | -0.5 | 0 | 5 | 4 | 0.7 | -1 | 99
COc1ccc2c(c1)Cc1sc(NC(=O)c3cccs3)nc1-2 | . | -1 | 3 | 2.0 | -1 | -11 | 78* | -0.6 | 7 | 106
CN(C)C(=S)Nc1ccc2ccccc2c1 | 0 | -4 | 0 | -1.0 | -1 | 4 | 0 | -1.7 | 0 | 112
CCOC(=O)CSc1nc2ccc(C)cc2cc1C#N | 2 | -2 | -5 | -2.1 | -15 | -6 | . | -0.6 | 5 | 100
COc1ccc(-c2ccc3oc(-c4ccc(OC)cc4)c(C#CC4(O)CCCCC4)c3c2)cc1 | 0 | -3 | -11 | 0.0 | 0 | -6 | . | 1.3 | 1 | 101
CN(C)CCNc1nc(-c2ccccc2)nnc1C(F)(F)F | -3 | -3 | -1 | -0.2 | 1 | 27 | 0 | -1.2 | -1 | 100
CC(=O)c1cccc(NC(=O)CSc2nc(N3CCOCC3)nc(N3CCOCC3)n2)c1 | 1 | -5 | -1 | -2.0 | -12 | 3 | 3 | -1.6 | 0 | 95
COCC(=O)Nc1nnc(C2CCCCC2)s1 | -2 | -2 | 0 | -0.1 | 0 | 27 | -1 | 1.8 | 2 | 92
Cc1sc(N/N=C/c2cccnc2)nc1-c1ccccc1 | 0 | 4 | 1 | -0.8 | 1 | 1 | 2 | -3.0 | 0 | .
CCCS(=O)(=O)N1CCCC(C(=O)NCCCOCC)C1 (stereo not given) | -2 | 2 | -2 | . | 7 | 30 | 0 | 2.6 | -3 | 105
CCOc1ccccc1OCC(=O)NN=C1CCCC(=O)C1 | . | -5 | -2 | 0.4 | 2 | 5 | -1 | 0.9 | -3 | 96
C=CCn1c(SCC(=O)NC2CCCC2)nc2c([nH]c3ccccc32)c1=O | -5 | -4 | -1 | -0.2 | -6 | -6 | 7 | 1.8 | -3 | 103
O=c1cn[nH]c2ccccc12 | -4 | 0 | 2 | -0.5 | -13 | 17 | 2 | 0.0 | -7 | 90
CC(C)CCC(CCN1CCOCC1)c1ccc2c(c1)OCO2 (stereo not given) | -1 | -3 | -3 | -0.3 | -5 | 16 | 6 | 0.8 | 2 | 103
O=C(NCCCCc1ccccc1)c1cccc(NC(=O)c2ccccc2)c1 | 5 | 4 | -3 | -0.8 | -4 | 34 | . | 0.3 | 0 | 105
COc1ccc(-c2nc(CS(=O)CC(=O)NC3CCCc4ccccc43)c(C)o2)cc1OC (stereo not given) | 18 | 1 | 2 | 0.1 | -7 | 16 | . | -1.0 | -3 | 103
Cc1cccc(-n2cnc3sc(C)c(C)c3c2=O)c1 | -4 | 1 | -1 | -1.4 | -1 | -2 | -5 | 0.1 | -5 | .
Cc1ccc(O)c(-c2cc(C(=O)Nc3cccnc3)[nH]n2)c1 | -6 | -3 | 2 | -4.1 | -17 | 6 | -4 | 1.5 | 1 | 94
Cc1oc(-c2cccs2)nc1CS(=O)CC(=O)NC1CCCCCC1 (stereo not given) | . | -9 | 2 | -0.7 | -12 | 1 | . | -0.9 | -2 | 102
N#Cc1cccc(NC(=O)CC2CCCCC2)c1 | -5 | -4 | -1 | -1.6 | 2 | 1 | -3 | -0.8 | 3 | 99
O=C(Cn1ncc2c([nH]c3ccccc32)c1=O)N1CCN(c2ccc(F)cc2)CC1 | 2 | -4 | 2 | -0.8 | 1 | -5 | -4 | 0.7 | 1 | 80
CCOC(=O)c1c(NC(=O)C2C3C=CC(C3)C2C(=O)O)sc2c1CCC(CC)C2 (stereo not given) | -5 | -1 | 13 | -1.8 | -6 | -9 | 7 | -1.1 | 3 | 103
C=CCSc1ncc(CO)n1Cc1ccccc1 | -7 | 3 | 0 | -1.3 | -13 | 16 | -1 | -0.3 | -1 | 96
Cc1cc(C)c(C(=O)OCC(=O)NCc2cccs2)c(C)c1 | -1 | 3 | -4 | -1.4 | -1 | -8 | 0 | 1.8 | 0 | 103
COc1ccc(-c2cc(C(=O)NCCCn3ccnc3)c3ccccc3n2)c(OC)c1 | 2 | -6 | -1 | -4.0 | 3 | 0 | -4 | 0.7 | -2 | .
C(=N\N1CCN(Cc2cccc3ccccc23)CC1)/c1ccco1 | 0 | 1 | -1 | -0.7 | 9 | 2 | 2 | 1.1 | 1 | 112
Cc1ccc(CN2CC(C(=O)Nc3ncc(C)s3)CC2=O)cc1 (stereo not given) | 0 | -1 | 3 | -2.7 | 0 | 1 | -3 | -0.4 | -1 | 96
CCN1CCCC1CNC(=O)c1cc(COc2ccc(C)c(C)c2)on1 (stereo not given) | -1 | -4 | -4 | -3.1 | 7 | 26 | 5 | -2.3 | -7 | 106

Molecules from the list above that have a cyano group (2):
SMILES | CAL PDZ FP-1 | Keap1-Nrf2 PPI | DAGLB inhibitor | CAL PDZ FP-2 | RTF Ca sens inh | Arrestin-AP2 inh | NSD2 inh | C-LANA FP | V-ATPase pHluor | Pemphigus Ab inh
CCOC(=O)CSc1nc2ccc(C)cc2cc1C#N | 2 | -2 | -5 | -2.1 | -15 | -6 | . | -0.6 | 5 | 100
N#Cc1cccc(NC(=O)CC2CCCCC2)c1 | -5 | -4 | -1 | -1.6 | 2 | 1 | -3 | -0.8 | 3 | 99

Remaining list, next part
SMILES | CAL PDZ FP-1 | Keap1-Nrf2 PPI | DAGLB inhibitor | CAL PDZ FP-2 | RTF Ca sens inh | Arrestin-AP2 inh | NSD2 inh | C-LANA FP | V-ATPase pHluor | Pemphigus Ab inh
O=C(CSc1nc2ccc(S(=O)(=O)N3CCOCC3)cc2[nH]1)N1CCOCC1 | -1 | 3 | -17 | -1.5 | 7 | 6 | 5 | -1.2 | 5 | 106
CC(C)COc1ccc(C(=O)Nc2cc(S(=O)(=O)N3CCOCC3)ccc2N2CCCC2)cc1 | -6 | -4 | -1 | -0.2 | 1 | -10 | 1 | -5.4 | 1 | .
CC(=O)NCCOc1cccc2ccccc12 | 1 | -1 | 0 | -0.8 | -8 | 6 | -8 | -0.7 | -2 | 108
CC1=NN(C(=O)c2ccoc2C)C(O)(C(F)(F)F)C1 (stereo not given) | 0 | 4 | 1 | -0.6 | -2 | 22 | -1 | 1.4 | -4 | .
O=C(COc1ccc(S(=O)(=O)N2CCCC2)cc1Cl)NCc1cccnc1 | -2 | -2 | 1 | -1.4 | -3 | 13 | -2 | 0.5 | -2 | 104
COc1ccccc1CNC(=O)COC(=O)c1cc(S(=O)(=O)N2CCOCC2)ccc1Cl | -1 | 3 | -3 | -1.4 | 1 | -8 | 10 | 0.0 | 6 | 97
COc1ccc(-c2nc(C(N)=O)c3[nH]c(=O)n(-c4ccccc4OC)c3n2)c(OC)c1 | . | -1 | 2 | -4.3 | -3 | 9 | . | 2.3 | 3 | 108
CCN(CC(=O)Nc1ccc(C(=O)OC)cc1)C1CCCCC1 | -6 | -2 | -2 | -2.2 | -4 | -9 | -3 | 0.4 | 2 | .
O=C1CC(c2cccc(Br)c2)c2cc3c(cc2N1)CCC3 (stereo not given) | 0 | 0 | 2 | -1.3 | 9 | 24 | -8 | -0.3 | -4 | 80
O=C(COc1cccc2cccnc12)N/N=C/c1ccccc1O | -2 | -5 | 0 | -5.5 | 7 | 21 | -4 | -1.6 | 3 | 93
COc1ccc(CCc2nnc(CCC(=O)NCCc3ncccc3C)o2)cc1 | 1 | 5 | 2 | -0.2 | 8 | -7 | -1 | 0.6 | -2 | 102
N/C(=N\O)c1ccc(NC(=O)c2cccs2)cc1 | -4 | 1 | 1 | -0.7 | 8 | 5 | . | -0.1 | 1 | .
CC(=O)Nc1ccc(Sc2ncccc2C(=O)Nc2ccc(F)cc2)cn1 | -1 | -3 | 1 | -0.5 | -1 | -2 | 0 | 1.2 | -4 | 97
COc1ccc(CN2CCNC(=O)C2CC(=O)NC2CCCCC2)c(OC)c1 (stereo not given) | 1 | 0 | -1 | -1.1 | 2 | 38 | -1 | 0.9 | -3 | 111

This is a subset; rates above refer to the full screens.
